T cell HTS = T cell immune modulators affecting CD8 T cell-vesicle binding | AID 2052 | 2C CD8+ T cell-vesicle binding, flow cytometry; active compounds read low | 330,000 tested, 0.068% active | calls only at 7 µM;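 active = response, share of CD8 T cells binding vesicles, and their 90th percentile fluorescence all below set limits, cut at about 80% in these data, passing the limit was not always enough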
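Material: 2C TCR transgenic mouse naive CD8+ T cells, MACS-purified. Also added: QL9-charged Drosophila Ld/ICAM-1/B7-1 vesicles. Timing: binding 1.5 h at 37 °C. Measured by: high-throughput flow cytometry with anti-B7-1 and anti-CD8 staining. Read-out: percent CD8+ FL2 mean versus row control. Controls: Unloaded micro-vesicles (low), QL9 vesicles with 0.7% DMSO (high).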
human PMI inhibition = MPI enzyme activity inhibition – biochemical, fluorescence intensity, coupled assay, primary screen (AID 1209). 190,000 tested, 0.42% active. purified PMI enzyme, coupled fluorescence intensity; higher % means a stronger effect. inhibition, % at 20 µM; hits with a dose series show IC50 in µM;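 also: plate controls were DMSO vehicle for no effect and wells lacking substrate for full effect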
bCat nuc transl = alters nuclear translocation of beta-catenin in HeLa cells. 190,000 tested, 0.3% active. nuclear translocation activity, % at 5 µM. AID 1665. immunofluorescence imaging;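 active = nuclear translocation activity above 50% at 5 µM, with a well cell count of 50 or more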;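 also: per-cell ratio of nuclear to cytoplasmic median beta-catenin stain intensity; plate controls were DMSO negative control for no effect and GSK-3 inhibitor IX positive control for full effect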
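Test system: human HeLa cells, endogenous beta-catenin. Times: 24 h compound exposure, 37°C. Measured by: beta-catenin immunofluorescence imaging with DAPI.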
Hep lipid drop = hepatic lipid droplet formation modulation | 240,000 tested, 0.4% active | inhibition, % at 6.5 µM | AML12 mouse hepatocytes, oleate lipid droplets, BODIPY imaging | AID 1656;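 active = lipid droplet intensity inhibited by at least 50%, with more than 500 cells counted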
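Test system: AML12 hepatocytes (mouse); reagent: oleate loading, 100 µM; dosing: one dose, 6.5 µM compound; incubation: overnight exposure; signal: fluorescence imaging, 20x objective, two fields per well; read-out basis: % inhibition of corrected integrated BODIPY droplet signal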
MT stabilizer = stabilizes microtubules in HeLa cells; HeLa tubulin immunostaining HCS, 24 h; share of cells brighter than vehicle mean+2SD; % tubulin-high responders, % at 10 µM; 200,000 tested, 0.83% active;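 active = plate Z-score above 3 for both tubulin-high and condensed-nucleus cell shares, with cell loss under 80%, at 10 µM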;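 also: anti alpha tubulin signal scored within the nucleus-defined area of each cell; some results filed as inactive read as strong as hits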
TNAP activation fold = human TNAP enzyme activators, primary screen, biochemical, luminescent, no phosphate acceptor, uHTS (AID 1001). activation fold at 20 µM; hits with a dose series show EC50 in µM. 200,000 tested, 0.03% active. purified TNAP, luminescent activation assay, no phosphate acceptor; higher activation fold means a stronger effect; in the data active = activation fold from about 3, or a potency from the dose series; inactive = the rest, 99 in 100 with activation fold below about 1.6; also: many of its hits are not listed in these tables
Insulin prom up = MIN6 insulin promoter up-regulation; MIN6 insulin promoter-GFP reporter, high-content imaging; active compounds read high; z-score at 5 µM; 190,000 tested, 0.3% active;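 active = z-score above 3 at 5 µM with at least 500 cells counted in the well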
human PMI inhibitors = human PMI inhibitors, high substrate, primary screen, biochemical, fluorescence intensity, high mannose 6-phosphate (AID 1220); recombinant PMI enzyme, coupled fluorescence intensity; higher % means a stronger effect; one-dose inhibition, % at 20 µM; IC50 in µM for titrated hits; 190,000 tested, 0.66% active
Autophagy mod = alters autophagy in cells; MEF GFP-LC3 puncta imaging; test concentration mostly 10 µM; calls only at 10 µM (by protocol); 190,000 tested, 0.98% active;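 active = percentage of spot-positive cells more than 3 SD above its plate mean, without a fluorescence outlier flag or 80% toxicity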;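 also: spot-positive cell cutoff set from DMSO-treated cells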
Insulin prom up cell count = also measured in Insulin prom up; calls as there; cell count; measured here: cytotoxicity, nuclei count;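 total cells summed across four imaged fields per well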
Hep lipid drop cells 6.5 µM = second read-out of Hep lipid drop, no call of its own (marks repeat the call); cell count; measured here: cell count, cytotoxicity flag;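 cells counted across two imaged fields per well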
bCat nuc transl cell count 5 µM = second read-out of bCat nuc transl, no call of its own (marks repeat the call); cell count; measured here: cell count, cytotoxicity flag
T cell HTS vesicle-bound % = also measured in T cell HTS; calls as there; double positive events, %; measured here: CD8+ vesicle-bound cell fraction;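 binding gate set so that unloaded-vesicle control wells show 10% double positive cells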
MT stabilizer Hoechst-high % = recorded beside MT stabilizer, whose call it bears; % Hoechst-high responders; measured here: nuclear condensation Hoechst responders;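 share of cells brighter than vehicle mean plus two SD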
MT stabilizer cytotoxicity % = second read-out of MT stabilizer, no call of its own (marks repeat the call); toxicity, %; measured here: cytotoxicity by cell density;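 0% = mean cell density of plate MIN control wells and 100% = no cells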
Autophagy mod cell loss 18 h = further read-out of Autophagy mod, marked with its call; toxicity, %; measured here: cell loss, nuclei count;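 cell loss after 18 h compound exposure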
Active calls of the source: *; i = inactive; / = not tested or not shown. Rule as the data show it, unless noted: active = inhibition above about 50%; inactive = the rest.

SMILES	T cell HTS	T cell HTS vesicle-bound %	human PMI inhibition	bCat nuc transl	bCat nuc transl cell count 5 µM	Hep lipid drop	Hep lipid drop cells 6.5 µM	MT stabilizer	MT stabilizer Hoechst-high %	MT stabilizer cytotoxicity %	TNAP activation fold	Insulin prom up	Insulin prom up cell count	human PMI inhibitors	Autophagy mod	Autophagy mod cell loss 18 h
COC(=O)CSc1nnc(C)c(=O)[nH]1	i	43	7%	/	/	-1	706	2.2	2.0	6.4	1.1	-0.42	1433	3%	i	-13
O=c1c2ccccc2nc(SCc2cc(=O)n3ccsc3n2)n1CCCO	/	/	4%	2.0	1158	2	705	2.0	0.7	2.9	1.1	0.75	992	-7%	i	-9
Cc1oc2cc(O)ccc2c(=O)c1N1C(=O)c2ccccc2C1=O	i	57	-7%	-0.8	1416	/	/	2.4	3.5	4.9	1	1.6	1621	-9%	i	2
Cn1c(NCc2cccnc2)nc2c1c(=O)n(Cc1ccccc1F)c(=O)n2C	i	39	2%	0.4	1052	-17	667	3.5	2.3	9.5	1.1	-0.04	1689	0%	i	4
Cc1cc(C(=O)COc2ccc(-c3nnco3)cc2)c(C)n1Cc1ccccc1	i	55	10%	0.7	1073	/	/	2.1	0.9	7.6	1.1	-4.7	981	8%	i	10
COc1ccc(/C=N\N=C2/SC(CC(=O)O)C(=O)N2c2ccc(O)cc2)cc1OC (stereo not given)	i	28	4%	0.6	1123	6	661	1.6	2.4	4.8	0.9	-0.07	1498	-10%	i	-23
c1ccc(Cn2nnnc2C(c2cccs2)N2CCSCC2)cc1 (stereo not given)	i	20	-4%	-2.6	1244	4	762	2.0	1.3	13	1.1	-0.39	964	-2%	i	-3
CCc1ccc2c(c1)C(c1ccc([N+](=O)[O-])cc1)=NNC(c1ccc(Br)cc1)=N2	i	43	-7%	-1.6	546	5	617	2.6	5.8	11	1	0.21	1206	-8%	i	14
COc1ccc2oc(C(=O)OCC(=O)NCCN3C(=O)CSC3=O)c(C)c2c1	i	19	9%	-1.6	1096	-3	726	4.2	1.3	9.2	1.2	-0.56	1455	2%	i	10
O=C(Cn1nnc2ccccc2c1=O)N[C@H](C(=O)O)c1ccccc1	i	31	/	0.0	1280	22	678	/	/	/	/	-0.51	1036	/	/	/
COc1ccc(CNC(=O)c2noc3c2CCCC3)cc1	i	29	-1%	0.1	839	/	/	9.7	2.6	9.7	1.1	-0.13	1590	2%	i	14
O=C1NC(c2cc3c(cc2Cl)OCO3)Oc2ccccc21 (stereo not given)	i	33	18%	-1.8	1139	/	/	6.3	4.0	3.5	1.1	/	/	21%	i	-4
Cc1cccc(NC(=O)CN2C(=O)N/C(=C\c3ccc(-c4cccc(C(=O)O)c4)o3)C2=O)c1	i	33	/	0.2	1299	6	738	/	/	/	/	-0.56	1100	/	/	/
CCCc1nc2ccccc2n1CCOc1ccccc1	i	29	3%	-3.7	1039	-14	760	2.3	2.6	4.9	1	0.68	586	1%	i	-36
Cn1c2c(c(=O)n(C)c1=O)CN(Cc1ccc(F)cc1)CN2	i	13	-5%	3.1	1430	/	/	1.8	1.5	6.9	1	-0.38	1385	2%	i	-25
COC(=O)C1C(=O)C2=C(CC1C)NC(=O)CC2c1ccccc1 (stereo not given)	i	25	-1%	-2.1	1006	2	721	3.7	1.3	1.4	1	1.1	1165	-5%	i	-3
CCCN(CCC)Cc1cc2ccccc2c2c1COC2	i	44	-4%	/	/	/	/	4.2	2.1	7.8	1	0.7	947	-9%	i	2
O=C(Nc1ccccn1)c1ccc(COc2ccccc2Cl)o1	i	5	10%	-1.5	540	5	771	2.4	2.4	3.4	1.1	/	/	7%	i	-5
COc1cc(C(O)P(=O)(OCCC(C)C)c2ccc(N(C)C)cc2)cc(OC)c1OC (stereo not given)	i	36	/	0.3	1342	-14	771	/	/	/	/	-0.11	1550	/	/	/
O=C(Cc1ccc2cccnc2c1)c1ccc(O)cc1O	i	38	-3%	-1.1	1118	/	/	2.3	2.7	9.6	1.1	0.75	927	-2%	i	-10
COc1cc2c(cc1OC)CN(C(=O)c1ccc(S(=O)(=O)N3CCCCC3)cc1)CC2	i	44	9%	0.8	1027	-14	504	3.6	3.4	11	1.1	-0.29	1352	-1%	i	-8
CN1CCC(=NNC(=O)c2cc(-c3ccc(Cl)cc3)n[nH]2)CC1	i	38	/	-0.7	1307	-54	678	/	/	/	/	0.72	1434	/	/	/
CCCCn1cnc2c(cnn2-c2ccc(Cl)cc2)c1=O	i	51	5%	4.6	354	2	714	1.8	2.1	6.5	1	/	/	8%	i	-3
Cc1ccc(NC(=O)Cc2cc(C(=O)O)c3ccccc3n2)c(C)c1	i	18	-5%	2.3	1387	-8	727	3.3	0.8	0.2	1	-0.04	1275	-7%	i	28
Cc1c(/C=N/NC(=O)C(C)(C)Oc2ccc(Cl)cc2)cnn1C	i	48	-2%	-4.3	1213	4	751	2.3	1.1	11	1.1	-1.2	917	-4%	i	-3
CC(c1ccccn1)N(Cc1ccco1)C(=S)Nc1cccc(F)c1 (stereo not given)	i	22	7%	1.4	1051	8	680	3.5	1.6	1.2	1	0.25	1227	5%	i	7
COc1ccc(NC(=O)/C=C/C(=O)O)cc1Cl	i	26	8%	1.0	1113	7	671	1.5	1.6	8.6	1	-0.13	1851	7%	i	23
CC1=N/C(=C\c2ccc([N+](=O)[O-])cc2)C(=O)N1c1ccc(Br)c(C)c1	i	38	14%	-1.2	1346	/	/	0.9	2.0	12	1	-0.2	1463	17%	i	10
COC(=O)C1CC(O)CN1C(=O)Nc1cccc(C(F)(F)F)c1 (stereo not given)	i	23	-8%	-0.7	1506	11	607	2.9	2.2	9.4	1	/	/	-3%	i	-3
CCOC(=O)c1c(NC(=O)CSc2nc3ccccc3o2)sc(C(C)=O)c1C	i	30	7%	-1.9	576	8	656	1.8	3.2	3.8	1	0.24	1291	10%	i	-6

Given with two lines to a compound: entries from further up.
Value order – T cell HTS	T cell HTS vesicle-bound %	human PMI inhibition	bCat nuc transl	bCat nuc transl cell count 5 µM	Hep lipid drop	Hep lipid drop cells 6.5 µM	MT stabilizer	MT stabilizer Hoechst-high %	MT stabilizer cytotoxicity %	TNAP activation fold	Insulin prom up	Insulin prom up cell count	human PMI inhibitors	Autophagy mod	Autophagy mod cell loss 18 h
> O=C(Cc1ccc2cccnc2c1)c1ccc(O)cc1O
  i	38	-3%	-1.1	1118	/	/	2.3	2.7	9.6	1.1	0.75	927	-2%	i	-10
> COc1cc2c(cc1OC)CN(C(=O)c1ccc(S(=O)(=O)N3CCCCC3)cc1)CC2
  i	44	9%	0.8	1027	-14	504	3.6	3.4	11	1.1	-0.29	1352	-1%	i	-8

Arranged by value in human PMI inhibition (rising): some entries from above.
SMILES	human PMI inhibition
Cc1ccc(NC(=O)Cc2cc(C(=O)O)c3ccccc3n2)c(C)c1	-5%
CCCN(CCC)Cc1cc2ccccc2c2c1COC2	-4%
O=C(Cc1ccc2cccnc2c1)c1ccc(O)cc1O	-3%
CCCCn1cnc2c(cnn2-c2ccc(Cl)cc2)c1=O	5%
CCOC(=O)c1c(NC(=O)CSc2nc3ccccc3o2)sc(C(C)=O)c1C	7%
COc1ccc(NC(=O)/C=C/C(=O)O)cc1Cl	8%

The listing continues:
SMILES	T cell HTS	T cell HTS vesicle-bound %	human PMI inhibition	bCat nuc transl	bCat nuc transl cell count 5 µM	Hep lipid drop	Hep lipid drop cells 6.5 µM	MT stabilizer	MT stabilizer Hoechst-high %	MT stabilizer cytotoxicity %	TNAP activation fold	Insulin prom up	Insulin prom up cell count	human PMI inhibitors	Autophagy mod	Autophagy mod cell loss 18 h
COc1ccccc1NC(=O)CSc1nnnn1C	i	34	6%	-6.1	1028	/	/	5.0	1.1	0.6	1.1	0.33	1417	2%	i	20
C=CCNC(=O)c1ccc(Cn2cc(C(F)(F)F)ccc2=O)cc1	i	26	-1%	-0.5	1032	3	704	2.6	4.0	8.9	1.1	1.3	947	1%	i	-8
COc1ccccc1C(=O)n1nc(C)cc1C	i	32	2%	-6.3	971	/	/	1.7	1.5	8.2	1.2	0.47	1215	-2%	i	-7
O=C(N/C(=C\c1cn(-c2ccccc2)nc1-c1ccccc1)C(=O)N1CCOCC1)c1ccccc1	i	44	13%	-1.8	1165	4	658	4.3	3.1	7.5	1	0.21	1496	9%	i	18
Oc1oc(-c2cccc3ccccc23)nc1/C=N/c1nccs1	i	48	11%	-2.0	1151	-1	650	5.7	1.7	2.8	0.9	-0.01	1451	10%	i	17
O=C(/C=C/c1ccc2c(c1)OCO2)c1ccc(F)cc1	/	/	7%	-0.8	533	-2	769	3.1	2.3	10	1	-0.06	1306	3%	i	-51
CCOc1ccc(NC(=O)C23CC4CC(C2)CC(c2ccccc2)(C4)C3)cc1	i	57	-1%	/	/	/	/	1.1	1.0	7.8	1.2	/	/	-3%	i	-4

Compound activity as filed in PubChem.
